hIAP block: blocks human intestinal alkaline phosphatase | P09923 | purified IAP, CDP-Star luminescence, 30 min | inhibition, % at 10 µM | 330,000 compounds, 0.12% hits | AID 2544;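 active = inhibition reaching a set limit with compound at 10 µM in the primary screen, cut at about 35% in these data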;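 note: plate controls were DMSO wells with enzyme for no effect and no-enzyme buffer wells for full effect; values of inactives mirror those of a sister screen read the other way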
Target sequence (P09923 whole entry, looked up): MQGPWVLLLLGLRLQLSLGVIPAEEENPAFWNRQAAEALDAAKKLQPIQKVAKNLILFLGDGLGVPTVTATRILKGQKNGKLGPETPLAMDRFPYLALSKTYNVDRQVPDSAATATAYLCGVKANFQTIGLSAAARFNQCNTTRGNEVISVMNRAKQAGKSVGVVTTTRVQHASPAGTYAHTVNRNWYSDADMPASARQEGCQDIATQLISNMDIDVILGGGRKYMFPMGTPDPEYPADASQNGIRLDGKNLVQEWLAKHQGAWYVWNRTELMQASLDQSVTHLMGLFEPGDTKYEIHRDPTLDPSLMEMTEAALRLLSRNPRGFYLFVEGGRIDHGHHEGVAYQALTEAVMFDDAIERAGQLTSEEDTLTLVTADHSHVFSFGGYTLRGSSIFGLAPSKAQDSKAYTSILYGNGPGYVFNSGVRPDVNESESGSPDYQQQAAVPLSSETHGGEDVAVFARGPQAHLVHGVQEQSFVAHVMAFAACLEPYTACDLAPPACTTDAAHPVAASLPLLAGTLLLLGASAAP
A3A deaminase: human APOBEC3A DNA deaminase inhibition | P31941 | recombinant A3A, FAM/TAMRA ssDNA deamination fluorescence | inhibition, % at 20 µM | 330,000 compounds, 0.41% hits | AID 493011;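 active = at least 40% inhibition at 20 µM here, with at most 30% in a related deaminase screen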;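 note: plate controls were A3A with DMSO for no effect and wells lacking A3A enzyme for full effect; some results filed as inactive read as strong as hits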
Target sequence (P31941 whole entry, looked up): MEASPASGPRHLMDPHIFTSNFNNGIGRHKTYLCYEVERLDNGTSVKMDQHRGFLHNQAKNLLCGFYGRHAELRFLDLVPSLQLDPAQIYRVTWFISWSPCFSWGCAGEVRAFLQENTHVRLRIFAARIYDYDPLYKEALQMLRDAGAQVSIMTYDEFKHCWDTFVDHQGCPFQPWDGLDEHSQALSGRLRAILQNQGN
SENP1 FRET inh: blocks the human SENP1 SUMO protease catalytic domain. Q9P0U3. recombinant SENP1 catalytic domain, CyPet-SUMO1-YPet FRET cleavage. inhibition, % at 10 µM. 360,000 compounds, 0.21% hits. AID 624204;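 active = inhibition at least 30% at 10 µM, raw YFP signal under a set limit, fluorescence ratio 0.5 to 1.5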;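 note: 0% = enzyme with DMSO and 100% = no enzyme wells; some results filed as inactive read as strong as hits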
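Assay system: hSENP1 catalytic domain, recombinant. Amount: SENP1 enzyme, 20 pM final. Schedule: 50 min reaction, RT, dark. Technique: FRET, CFP and YFP emission. Control set: no-enzyme wells low, DMSO-plus-enzyme wells high control.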
mIAP act: increases mouse intestinal alkaline phosphatase activity. 330,000 compounds, 0.24% hits. muIAP, CDP-Star luminescence, 30 min; hits give high values; 1 = vehicle-only enzyme signal, 0 = enzyme-free wells. activation factor at 10 µM;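 active = activation factor of at least 2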; note: the source names both 10 and 20 µM as test concentration; values of inactives mirror those of a sister screen read the other way
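System: mouse IAP enzyme. Reagent: CDP-Star chemiluminescent phosphatase substrate. Benchmarks: DMSO wells, no-enzyme wells. Times: 30 min enzyme-substrate-compound incubation at room temperature. Detection: luminescence from enzymatic CDP-Star hydrolysis. Doses: test compounds delivered from DMSO solution.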
hIAP activ: human IAP activation | P09923 | purified human IAP, CDP-Star luminescence, 30 min; hits give high values; 1 = vehicle-only enzyme, 0 = enzyme-free background | activation factor at 10 µM | 330,000 compounds, 0.16% hits;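 active = activation factor of the enzyme at least 2-fold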; note: the source names both 10 and 20 µM as test concentration; values of inactives mirror those of a sister screen read the other way
NALP3 yeast inh: blocks the NALP3 inflammasome reconstituted in yeast; inhibition, % at 10 µM; Yeast reconstituted NLRP3/ASC/caspase-1, beta-gal luminescence, 24 h; 330,000 compounds, 0.39% hits;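 active = inhibition of 50% or more; inactive = inhibition below 50%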;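 note: plate controls were induced DMSO wells for no effect and uninduced yeast grown without galactose for full effect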
APOBEC3G inh: APOBEC3G (human) deaminase inhibition. AID 493012. recombinant A3G, ssDNA deamination FAM/TAMRA fluorescence. Q9HC16. 330,000 compounds, 0.28% hits. inhibition, % at 20 µM;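 active = inhibition of at least 40% at 20 µM, with no more than 30% in the related APOBEC3A deaminase screen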;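 note: plate controls were DMSO wells with A3G for no effect and wells lacking A3G enzyme for full effect; some compounds called inactive have numbers as strong as hits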
Target sequence (Q9HC16 whole entry, looked up): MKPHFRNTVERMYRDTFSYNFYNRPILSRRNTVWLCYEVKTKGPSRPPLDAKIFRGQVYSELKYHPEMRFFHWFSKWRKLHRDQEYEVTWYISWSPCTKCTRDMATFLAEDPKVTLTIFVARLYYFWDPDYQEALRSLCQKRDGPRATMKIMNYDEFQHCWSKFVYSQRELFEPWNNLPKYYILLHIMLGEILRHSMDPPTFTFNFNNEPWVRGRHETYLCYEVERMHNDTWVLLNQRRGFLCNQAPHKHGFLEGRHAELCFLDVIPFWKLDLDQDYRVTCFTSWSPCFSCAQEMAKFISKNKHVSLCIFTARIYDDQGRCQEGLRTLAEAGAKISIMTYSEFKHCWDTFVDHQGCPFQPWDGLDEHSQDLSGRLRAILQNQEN
mIAP inh: mouse IAP inhibition; purified mouse IAP, CDP-Star luminescence, 30 min; inhibition, % at 10 µM; 330,000 compounds, 0.2% hits; AID 2806;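 active = inhibition of at least 40% at 10 µM in the primary screen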;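 note: plate controls were DMSO with enzyme for no effect and no enzyme wells for full effect; values of inactives mirror those of a sister screen read the other way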
MIN6 prolif: induces beta-cell replication in MIN6 cells; 330,000 compounds, 0.29% hits; MIN6 cells proliferation, ATPlite luminescence, 48 h; cells starved in 0.2% serum; 100% = growth in 10% serum; AID 2380; proliferation, % at 10 µM;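 active = compounds whose signal lies at least 3.5 SD above the mean of all wells on their plate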;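 note: 0% = DMSO-treated cells in low-serum medium and 100% = 10% serum control; some compounds called inactive have numbers as strong as hits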
The depositor's hits bear a star; / = not tested or not shown; & = joins results of further samples.

Results follow in this order: hIAP block, A3A deaminase, SENP1 FRET inh, mIAP act, hIAP activ, NALP3 yeast inh, APOBEC3G inh, mIAP inh, MIN6 prolif
CN(CC(=O)N1CCN(c2ccccc2F)CC1)S(=O)(=O)c1cnc[nH]1
 : 3, 2, 3, 1.1, 0.97, 10, 1, -5, -3
CCCOc1ccc(C(=O)Nc2ccccc2[N+](=O)[O-])cc1
 : 13, 76*, -2, 0.91, 0.87, 29, -2, 10, 4
CSc1cccc(NC(=O)COc2cccc3ccccc23)c1
 : 14, -3, 0, 1.4, 0.86, 12, -4, -40, -2
CCCCCC(C)n1[nH]c(=O)cc1N (configuration not stated)
 : 1, -3, 3, 0.97, 0.99, -7, -8, 3, 3
Cn1c(CNC(=O)CNC(=O)c2ccccc2)cc(=O)n(C)c1=O
 : -2, -8, 2, 0.97, 1, 8, -6, 3, -1
O=C(NNS(=O)(=O)c1ccccc1[N+](=O)[O-])c1ccncc1
 : -17, 4, 1, 0.91, 1.2, 12, 5, 9, 1
CN(C)S(=O)(=O)c1ccc(N/C=C(\[N+](=O)[O-])S(=O)(=O)c2ccccc2)cc1
 : -9, -5, 2, 0.99, 1.1, -1, -6, 1, -1
COc1ccc(Nc2nc(N3CCCCC3)c3ccccc3n2)cc1
 : 5, -3, 1, 1, 0.95, 41, -3, 0, -7
O=C(NCC1CCCO1)c1cccc2ccccc12 (configuration not stated)
 : 12, -2, 0, 1, 0.88, 22, -14, -1, 0
Cc1nnc(NC(=O)Cc2cccs2)s1
 : 18, 13, -2, 1, 0.81, 11, 6, -1, -2
CCOC(=O)c1cc([N+](=O)[O-])sc1NC(=O)c1ccc(S(=O)(=O)N2CC3(C)CC2CC(C)(C)C3)cc1 (configuration not stated)
 : 16, 3, 8, 0.77, 0.84, -6, -1, 23, -5
COc1ccc(NC(=O)/C(C#N)=C\c2cc(C)n(-c3ccc(Oc4ccc([N+](=O)[O-])cn4)cc3)c2C)cc1
 : -6, -1, -1, 0.97, 1.1, 10, -3, 3, -4
O=C(NCCCN1CCCCC1)c1ccc(CS(=O)c2ccc(Cl)cc2)o1 (configuration not stated)
 : 8, -2, -2, 0.96, 0.92, 5, -5, 4, -4
CCn1c(SCC(=O)OC(C)C)nnc1-c1ccccc1
 : -2, -2, 2, 1, 1, 4, -5, -4, -2
Cc1ccc(C)c(SCC(=O)Nc2cc(S(=O)(=O)N3CCOCC3)ccc2C)c1
 : -4, -2, 0, 0.94, 1, 5, -5, 6, -2
O=C(NNc1cccc(Cl)n1)Nc1ccc(F)cc1
 : 1, 6, 1, 1.2, 0.99, 4, -12, -20, 1
CC(C)Cc1cc(C(=O)Nc2sc3c(c2C#N)CCCC3)no1
 : 16, -4, 0, 0.93, 0.84, 7, -7, 7, -2
Cc1nn(CCCNC(=O)C2CCCO2)cc1Br (configuration not stated)
 : -20, 1, -2, 0.95, 1.2, 10, -2, 5, -2
O=C(NCCSCc1ccc(Cl)cc1Cl)c1ccc(CN2CCOCC2)cc1
 : 10, -2, 4, 1.1, 0.9, 29, 1, -14, 0
Clc1ccc(Nc2ncnc3ccc(Br)cc23)cc1
 : 12, -2, -1, 0.92, 0.88, 42, -6, 8, -3
Cc1ccc(CNC(=O)CSc2ncccn2)cc1
 : 4, 35, 2, 0.96, 0.96, 2, 26, 4, 0
COc1ccc(S(=O)(=O)N2CC3CCCN3c3ccc(C(F)(F)F)cc32)cc1 (configuration not stated)
 : -21, -1, -26, 0.98, 1.2, -12, -6, 2, -5
CCCN1C(=O)/C(=C/c2ccc(C)o2)NC1=S
 : -8, 1, /, 0.8, 1.1, 30, -5, 20, -6
COc1ccc(/C=C/C(=O)NC(=S)Nc2ccc(Br)cn2)cc1
 : -17, -1, 1, 0.99, 1.2, 0, -3, 1, 0
CC(/C=N/NC(=O)CCn1nnc2ccccc21)=C\c1ccccc1
 : 35*, -5, 2, 0.97, 0.65, 3, -7, 3, -2
COc1ccc(CC(C)Nc2ccccc2F)cc1 (configuration not stated)
 : -14, -3, 0, 1, 1.1, 13, -4, -2, -2
COc1ccc(OC)c(Nc2ncnc3c2cnn3-c2ccccc2)c1
 : 24, 2, 0, 1.1, 0.76, 22, 3, -6, -2
NC(c1ccccc1)c1cccnc1 (configuration not stated)
 : -6, -4, 2, 1, 1.1, 19, -9, -2, -1
COc1ccc(S(=O)(=O)N2CCCCC2)cc1NC(=O)CNc1ccc(F)cc1C
 : 12, 5, -2, 0.95, 0.88, 6, -8, 5, 1
COc1ccc(CCn2c(-c3ccncc3)n[nH]c2=S)cc1OC
 : 12, 0, 2, 0.93, 0.88, 24, -7, 7, -1
Fc1ccc([C@@H]2CCNC[C@H]2COc2ccc3c(c2)OCO3)cc1
 : 8&12&-14, -1&0&1, -3&3&-1, 0.97&0.85&1, 0.92&0.88&1.1, 5&25&36, -4&0&-4, 3&15&-4, -6&-8&-8
CN(C)CCNC(=O)c1cc2ccccc2oc1=O
 : -16, 0, -5, 0.92, 1.2, 3, -5, 8, -2
Cc1cc(Nc2ccc(F)c(Cl)c2)n2ncnc2n1
 : -34, 0, 3, 1.3, 1.3, 11, 9, -27, -4
CCOc1ccc(NC(=O)CCN2C(=S)NC(C)(C)CC2C)cc1 (configuration not stated)
 : 1, 4, 1, 0.97, 0.99, 11, -13, 2, -4
COC(=O)c1ccc(C2NC(=O)c3ccccc3O2)cc1 (configuration not stated)
 : 23, -4, -1, 0.95, 0.77, 5, -10, 5, 1
CC(C)(C)OC(=O)n1cc(CCO)c2ccccc21
 : -10, 1, 4, 1, 1.1, 45, 0, -4, -3
COc1cc(C(=O)N2CCN(c3ccccc3)CC2)c([N+](=O)[O-])cc1OC
 : 21, 0, 2, 0.89, 0.79, 4, -2, 11, -2
COc1ccccc1NC(=O)c1ccc2c(c1)CCN2S(C)(=O)=O
 : -10, -8, 0, 1.1, 1.1, 18, -5, -7, 0
CC(C)(C)OC(=O)N/N=C/c1cccn1-c1ccc([N+](=O)[O-])cc1
 : 2, 1, 1, 0.9, 0.97, -7, 1, 10, 0
O=C(COc1ccc(Cl)cc1)NCCCNC(=O)c1cccnc1
 : 1, 3, 0, 1, 0.99, 9, 3, -2, 0
Cc1cc(F)ccc1S(=O)(=O)N1CCCOC1CNC(=O)C(=O)NCCCN1CCOCC1 (configuration not stated)
 : -10, -3, 1, 1, 1.1, 4, -6, 0, -4
Cc1cc(C(=O)OCC(=O)c2cccs2)c2ccccc2n1
 : -6, 4, 2, 0.89, 1.1, 7, -4, 11, -1
Nc1nc(Cl)nc2c1ncn2[C@@H]1O[C@H](CO)[C@@H](O)[C@H]1O
 : 0, 4, 1, 1, 1, -7, 7, 0, 1
COc1ccccc1C(=O)Nc1nc2cc3c(cc2s1)OCCO3
 : -16, -3, 3, 1.1, 1.2, 24, -12, -14, -7
CCCCC(=O)NC(=S)NNC(=O)CC
 : -73, 2, 1, 0.9, 1.7, 15, 9, 10, -1
Cc1ncoc1C(=O)NCCC(c1ccccc1)c1ccccc1
 : 0, 2, -3, 0.97, 1, 5, -9, 3, -3
COc1ccc(-c2nnc(SCCc3ccccc3)n2N)cc1
 : 5, -4, 2, 1, 0.95, 13, -7, -2, 0
CCCCc1nc2cc(C(=O)N3CCN(c4cnccn4)CC3)ccc2o1
 : -10, -3, 1, 1, 1.1, 23, -1, -3, 4
CCN(CCNC(=O)CN1CCN(Cc2ccc(Cl)cc2)C1=O)c1ccccc1
 : -7, -9, 2, 1.1, 1.1, 2, -8, -14, -3
Nc1nnc(Sc2ncccc2[N+](=O)[O-])s1
 : -14, 0, 1, 1, 1.1, 4, -9, -2, 0

(more compounds)
Results follow in this order: hIAP block, A3A deaminase, SENP1 FRET inh, mIAP act, hIAP activ, NALP3 yeast inh, APOBEC3G inh, mIAP inh, MIN6 prolif
COc1ccccc1NS(=O)(=O)c1cc(C(=O)N2CCN(C/C=C/c3ccccc3)CC2)ccc1C
 : 2, -1, 1, 0.93, 0.98, -7, -3, 7, -5
COc1ccc(C)cc1S(=O)(=O)N(C)CC(=O)NC1CCCCC1
 : 5, -6, 3, 1, 0.95, 23, -7, -3, -1
COc1ccc2nc(NC(=O)C3CCCN(S(=O)(=O)c4c(C)noc4C)C3)sc2c1 (configuration not stated)
 : 21, 3, 0, 0.95, 0.79, 17, -6, 5, 0
COc1cc(/C=N/N=C(/N)c2nonc2N)cc(Br)c1OCc1cccc(C)c1
 : 7, -2, 1, 0.93, 0.93, 16, -3, 7, -5
CCn1cc([N+](=O)[O-])c(C(=O)Nc2cc(C)on2)n1
 : -3, -3, 3, 1.1, 1, -2, -5, -10, -3
CCC(CO)Oc1cc(NC(=O)c2cccc([N+](=O)[O-])c2)c2ncn(C(C)C)c2c1 (configuration not stated)
 : 18, -3, -6, 0.85, 0.82, 5, -8, 15, 0
COc1ccc(S(=O)(=O)Nc2cc(C)ccc2OC)cc1C
 : -1, 2, 1, 1, 1, -19, -3, -3, -1
CC(C)c1ccc(/C=C2\SC(=S)N(CC(=O)NCCCN3CCOCC3)C2=O)cc1
 : 8, -5, 0, 0.9, 0.92, -7, -1, 10, -4
CSc1nc2nc(-c3cccs3)cc(C(F)(F)F)c2c(=O)[nH]1
 : -16, -2, -55, 1, 1.2, 4, -6, -3, -1
Cn1c(Oc2ccc3c(c2)OCO3)nc2c1c(=O)n(Cc1ccccc1)c(=O)n2C
 : -31, -1, 3, 1.1, 1.3, 17, -1, -11, -2
O=C(c1cccc(C(=O)N2CCN(c3ccccc3F)CC2)c1)N1CCN(c2ccccc2F)CC1
 : 6, 6, -3, 0.95, 0.94, -8, 3, 5, -1

An excerpt from above in order of length of the SMILES, ascending.
Results follow in this order: hIAP block, A3A deaminase, SENP1 FRET inh, mIAP act, hIAP activ, NALP3 yeast inh, APOBEC3G inh, mIAP inh, MIN6 prolif
Nc1nnc(Sc2ncccc2[N+](=O)[O-])s1
 : -14, 0, 1, 1, 1.1, 4, -9, -2, 0
COc1ccc(S(=O)(=O)Nc2cc(C)ccc2OC)cc1C
 : -1, 2, 1, 1, 1, -19, -3, -3, -1
CCn1cc([N+](=O)[O-])c(C(=O)Nc2cc(C)on2)n1
 : -3, -3, 3, 1.1, 1, -2, -5, -10, -3
CSc1nc2nc(-c3cccs3)cc(C(F)(F)F)c2c(=O)[nH]1
 : -16, -2, -55, 1, 1.2, 4, -6, -3, -1
COc1cc(/C=N/N=C(/N)c2nonc2N)cc(Br)c1OCc1cccc(C)c1
 : 7, -2, 1, 0.93, 0.93, 16, -3, 7, -5
CC(C)c1ccc(/C=C2\SC(=S)N(CC(=O)NCCCN3CCOCC3)C2=O)cc1
 : 8, -5, 0, 0.9, 0.92, -7, -1, 10, -4
COc1ccc2nc(NC(=O)C3CCCN(S(=O)(=O)c4c(C)noc4C)C3)sc2c1 (configuration not stated)
 : 21, 3, 0, 0.95, 0.79, 17, -6, 5, 0
O=C(c1cccc(C(=O)N2CCN(c3ccccc3F)CC2)c1)N1CCN(c2ccccc2F)CC1
 : 6, 6, -3, 0.95, 0.94, -8, 3, 5, -1
COc1ccccc1NS(=O)(=O)c1cc(C(=O)N2CCN(C/C=C/c3ccccc3)CC2)ccc1C
 : 2, -1, 1, 0.93, 0.98, -7, -3, 7, -5

Screening results: PubChem, Sanford-Burnham Center for Chemical Genomics

Not all compounds are listed; the hit share may differ from the screen's.
